Source: PubChem BioAssay
Peg3 imprint – genomic imprint erasure induction; mouse ES Peg3-LacZ reporter, beta-gal luminescence, 40 h; Potency, µM (top dose mostly 60.7 µM), inactives show top-dose activity change, positive = activation, hits mostly activators; 110,000 compounds, 0.02% hits;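 also: 0% = negative control wells on the plate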
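Imprint erasure is scored as LacZ activity from the silenced maternal Peg3 allele in feeder-free female ES cells cultured 40 h with LIF. Luminescence is normalized to in-plate negative controls and fitted to the Hill equation.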
p53ts 39C kill – cytotoxicity in p53ts cells at nonpermissive temperature; AID 902; 130,000 compounds, 1.5% hits; H1299-p53A138V viability at 39C, ATP luminescence, 24 h; Potency, µM (titrated, usually from 46.1 µM), inactives show at the highest dose activity change, negative = cell killing, most hits filed as cytotoxic; also: nearly all actives have a fitted effect of over 55% in size
IkB signaling – inhibitors of IkB signaling in ABC-DLBCL cells. ABC-DLBCL IkBa-CBG/CBR dual luciferase ratio, 4 h; response scale: scaled: untreated 0%, proteasome inhibitor 100%. Potency, µM (titrated, usually from 57.1 µM), without a hit: at the highest dose IkBa stabilization activation. 110,000 compounds, 0.04% hits. AID 445; active = well fitted curve in the direction sought with a large enough effect in the signal ratio, not every such curve was filed as active; inconclusive = small, poorly fitted or top-dose-only effect, or a change in a side signal; the % refers to the signal ratio;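 also: the direction sought is a rising ratio; 0% = basal untreated cells and 100% = reference inhibitor full response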
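Curves were fitted separately to fusion (green), unfused (red) and ratio luminescence, then classed by r2, magnitude and activity. Cells: OCI-Ly3, 4 h compound plus doxycycline at 37C; 10 uM MG-132 defined full response.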
p53ts 32C kill – cytotoxicity in p53ts cells at permissive temperature; Potency, µM (doses to about 46.1 µM), without a hit: top-dose activity change, negative = cytotoxicity, most hits filed as cytotoxic; 130,000 compounds, 0.93% hits; H1299-p53A138V at 32C, ATP luminescence viability, 24 h;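 also: 0% = DMSO and -100% = full killing by reference compound; nearly all actives have a fitted effect of over 55% in size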
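Cells: H1299 p53ts (A138V), 600/well, pre-incubated 16–30 h at 37C. Cpd up to 46 uM, 24 h, 32C. Readout: ATPlite luminescence, 20 min RT. Normalization: DMSO vs tamoxifen 100 uM. AC50 by Hill equation.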
Active calls of the source: *; ? = inconclusive; . = not tested or not shown; [ ] = remark or other dose. Unless noted, calls follow the shape of the dose curve; as a rule, active = well fitted curve in the direction sought with a large enough effect; inconclusive = small, poorly fitted or top-dose-only effect, or another doubt; inactive = no such curve, though single readings can be large; an effect the other way counts as inactive or inconclusive. Unless noted, % is scaled to controls: 0 for no effect and ±100 for the full control effect; potency is read from the fitted curve at half-maximal effect. Not a hit list, and some 1.7% of all compounds hit somewhere here.

A first look (20 entries):
SMILES	Peg3 imprint	p53ts 39C kill	IkB signaling	p53ts 32C kill
Cn1c(Oc2ccccc2NCc2cc(Br)ccc2O)cc(=O)n(C)c1=O	-11%	20%	1.8%	11%
COc1ccc(Br)cc1CNC(=O)CCCn1c(=O)c2cccn2c2ccccc21	?	?	3.2%	-13%
O=C(Nc1cccc2c1CCCC2)c1ccco1	-2%	-3%	3.0%	-10%
CCOC(=O)c1cccc(NC(=O)C2CCN(S(=O)(=O)c3ccc4c(c3)oc(=O)n4C)CC2)c1	-13%[10.9 µM]	8%	?	-1%
Cc1n[nH]c(C)c1S(=O)(=O)N(CC(=O)Nc1ccc2c(c1)OCCO2)c1ccc(C(C)C)cc1	-23%	6%	?	-10%
COc1ccc(NC(=O)N2CC3(CCNCC3)C2)cc1	.	1%	2.3%[11.4 µM]	0%
Cc1ccc(C(=O)Nc2ccccc2C(=O)NC(CC(=O)O)C(=O)O)cc1 (stereo unspecified)	-31%[inhibitor]	-25%	?	-24%
COc1ccc(S(=O)(=O)N2CCOCC2)cc1C(=O)Nc1nc2ccccc2s1	-5%	11%	12%	3%
CC(c1ccccc1)n1cc2c(c1-c1ccccc1Br)c(=O)n(C)c(=O)n2C (stereo unspecified)	-10%[10.9 µM]	-12%	?	18%
C=CCSc1nc(N)c(C#N)c(-c2ccc(C)cc2)c1C#N	-8%	-7%	-3.5%	-3%
CCOc1ccc(-c2nc(-c3ccccc3)c(-c3ccccc3)[nH]2)cc1OCC	13%[10.9 µM]	13%	?	7%
O=C(NCCc1ccc(F)cc1)C(=O)NCC(c1ccco1)S(=O)(=O)c1ccccc1 (stereo unspecified)	12%[10.9 µM]	-6%	-1.2%	4%
CCOC(=O)c1noc2ncnc(N3CCN(c4cccc(Cl)c4)CC3)c12	-15%[10.9 µM]	-3%	?	-1%
FC(F)(F)c1ccc(C2[C@H]3CN(Cc4ccc(-c5ccccc5)cc4)[C@H](c4ccccc4)C34CC2(c2ccccc2)C4)cc1 (stereo partly specified)	-7%	-3%	.	3%
COc1cccc(C(=O)NC(=O)Nc2ccc(-c3cc(C(F)(F)F)nn3-c3ccccc3)cc2)c1	4%[10.9 µM]	-5%	-0.7%	-6%
O=C(CN(c1ccccc1)S(=O)(=O)c1ccc(F)cc1)N1CCCCCC1	-18%	12%	1.6%	9%
Cc1nn(C)c2c1c(C(F)(F)F)cc(=O)n2Cc1cccc(Br)c1	-3%[10.9 µM]	-2%	2.5%	5%
C=CCNc1nc(-c2ccc(OC)cc2OC)cs1	-18%	-6%	-3.8%	-3%
COc1cc(C2NC(=O)N(C)C3=C2C(=O)N(c2cccc(Cl)c2)C3)ccc1O (stereo unspecified)	-5%[10.9 µM]	15%	?	1%
CC(C)COc1ccc(Nc2ncnc3ccc(Br)cc23)cc1	-12%[10.9 µM]	-28%	4.4%	-1%

The list itself, repeating the preview:
SMILES	Peg3 imprint	p53ts 39C kill	IkB signaling	p53ts 32C kill
Cn1c(Oc2ccccc2NCc2cc(Br)ccc2O)cc(=O)n(C)c1=O	-11%	20%	1.8%	11%
COc1ccc(Br)cc1CNC(=O)CCCn1c(=O)c2cccn2c2ccccc21	?	?	3.2%	-13%
O=C(Nc1cccc2c1CCCC2)c1ccco1	-2%	-3%	3.0%	-10%
CCOC(=O)c1cccc(NC(=O)C2CCN(S(=O)(=O)c3ccc4c(c3)oc(=O)n4C)CC2)c1	-13%[10.9 µM]	8%	?	-1%
Cc1n[nH]c(C)c1S(=O)(=O)N(CC(=O)Nc1ccc2c(c1)OCCO2)c1ccc(C(C)C)cc1	-23%	6%	?	-10%
COc1ccc(NC(=O)N2CC3(CCNCC3)C2)cc1	.	1%	2.3%[11.4 µM]	0%
Cc1ccc(C(=O)Nc2ccccc2C(=O)NC(CC(=O)O)C(=O)O)cc1 (stereo unspecified)	-31%[inhibitor]	-25%	?	-24%
COc1ccc(S(=O)(=O)N2CCOCC2)cc1C(=O)Nc1nc2ccccc2s1	-5%	11%	12%	3%
CC(c1ccccc1)n1cc2c(c1-c1ccccc1Br)c(=O)n(C)c(=O)n2C (stereo unspecified)	-10%[10.9 µM]	-12%	?	18%
C=CCSc1nc(N)c(C#N)c(-c2ccc(C)cc2)c1C#N	-8%	-7%	-3.5%	-3%
CCOc1ccc(-c2nc(-c3ccccc3)c(-c3ccccc3)[nH]2)cc1OCC	13%[10.9 µM]	13%	?	7%
O=C(NCCc1ccc(F)cc1)C(=O)NCC(c1ccco1)S(=O)(=O)c1ccccc1 (stereo unspecified)	12%[10.9 µM]	-6%	-1.2%	4%
CCOC(=O)c1noc2ncnc(N3CCN(c4cccc(Cl)c4)CC3)c12	-15%[10.9 µM]	-3%	?	-1%
FC(F)(F)c1ccc(C2[C@H]3CN(Cc4ccc(-c5ccccc5)cc4)[C@H](c4ccccc4)C34CC2(c2ccccc2)C4)cc1 (stereo partly specified)	-7%	-3%	.	3%
COc1cccc(C(=O)NC(=O)Nc2ccc(-c3cc(C(F)(F)F)nn3-c3ccccc3)cc2)c1	4%[10.9 µM]	-5%	-0.7%	-6%
O=C(CN(c1ccccc1)S(=O)(=O)c1ccc(F)cc1)N1CCCCCC1	-18%	12%	1.6%	9%
Cc1nn(C)c2c1c(C(F)(F)F)cc(=O)n2Cc1cccc(Br)c1	-3%[10.9 µM]	-2%	2.5%	5%
C=CCNc1nc(-c2ccc(OC)cc2OC)cs1	-18%	-6%	-3.8%	-3%
COc1cc(C2NC(=O)N(C)C3=C2C(=O)N(c2cccc(Cl)c2)C3)ccc1O (stereo unspecified)	-5%[10.9 µM]	15%	?	1%
CC(C)COc1ccc(Nc2ncnc3ccc(Br)cc23)cc1	-12%[10.9 µM]	-28%	4.4%	-1%
CCCN1CCN(CCCNC(=O)C2CCN(c3nnc(-n4cccc4)s3)CC2)CC1	-16%	-15%	1.5%	-18%
COc1ccc(CC(C(=O)Nc2cc(C)ccc2C)/C(N)=N/O)cc1 (stereo unspecified)	-1%	0%	0.6%	11%
COc1cc(COc2cc(N)c(Cl)cc2C(=O)CCC2CCN(CCNS(C)(=O)=O)CC2)cc(OC)c1	-21%	32µM*	?	32µM*
CCc1nc2sc(C)c(C)c2c(=O)n1CCO	-8%	-5%	0.3%	-3%
COc1cccc(NC(=O)Nc2ccc3snnc3c2)c1	-14%[10.9 µM]	-20%	2.4%	-1%
Cc1cccc(NC(=O)c2ccccn2)c1C	-60%[inhibitor]	-13%	0.5%	-9%
Cc1ccc(C)c(OCCSc2nc3ccccc3n2CC(=O)N2CCOCC2)c1	?	-14%	-0.5%	-1%
CC(C)CCNC(=O)C1CCC(Cn2c(=O)c3sccc3n(CC(=O)NC(C)C)c2=O)CC1 (stereo unspecified)	-8%[10.9 µM]	7%	-0.5%	-6%
COc1ccc(O[C@H]2C=C[C@@H](c3ccccc3)O[C@H]2COC(=O)CC/C(C)=N\OC[C@@H](O)COCc2ccco2)cc1	.	8%[9.22 µM]	.	9%[9.22 µM]
C=CCN1C(=O)N(/C=C/C)c2cccc3cccc1c23	-4%	2%	1.5%	-2%
Cc1ccc(S(=O)(=O)Nc2ccc3nc(-c4cccn4C)[nH]c3c2)cc1	-7%	6%	?	6%
Cc1ccc(C(=O)Nc2nnc(SCc3cc(=O)n4ccc(C)cc4n3)s2)cc1	10%[10.9 µM]	-5%	-1.0%	?
COc1cccc(-c2nnc(SCC(=O)N3CCCc4ccccc43)o2)c1	-4%	-16%	?	-11%
C[C@H](Oc1ccc(Oc2cnc3ccc(Cl)cc3n2)cc1)C(=O)O	-8%[10.9 µM]	?	-3.1%[11.4 µM]	8%[9.22 µM]
Cn1c(-c2ccccc2)cnc1SCC(=O)NCc1ccco1	-1%	6%	-0.4%	2%
O=C(O)CNC(=O)c1ccc(OC(F)F)cc1	-2%	0%	0.4%	6%
CCCCN(CC)CCCNC(=O)Cn1nc(CC)n2c(cc3sccc32)c1=O	-8%[10.9 µM]	8%	0.7%	6%
c1ccc(-c2csc(N3CCCCCC3)n2)cc1	23%	-12%	7.0%	?
Cc1ccc2nc(NC(=O)C3CCCN(S(=O)(=O)c4cnc[nH]4)C3)sc2c1 (stereo unspecified)	-13%	-5%	?	-11%
CCCn1c(SCC(=O)Nc2ccccc2N2CCCCC2)nc2c1c(=O)n(C)c(=O)n2C	.	17%	?	-20%

Reformatted in markdown: entries from further up.
| structure | Peg3 imprint | p53ts 39C kill | IkB signaling | p53ts 32C kill |
| --- | --- | --- | --- | --- |
| Cc1ccc2nc(NC(=O)C3CCCN(S(=O)(=O)c4cnc[nH]4)C3)sc2c1 (stereo unspecified) | -13% | -5% | ? | -11% |
| CCCn1c(SCC(=O)Nc2ccccc2N2CCCCC2)nc2c1c(=O)n(C)c(=O)n2C | . | 17% | ? | -20% |

Next section
SMILES	Peg3 imprint	p53ts 39C kill	IkB signaling	p53ts 32C kill
COc1ccc(C(=O)c2oc3ccccc3c2NC(=O)c2ccc(F)cc2)cc1	-5%[10.9 µM]	-11%	7.8%	-8%
CCOC(=O)c1c(NC(=O)c2ccc(S(=O)(=O)N(CCOC)CCOC)cc2)sc2c1CC(C)(C)NC2(C)C	-13%[10.9 µM]	-17%	-2.1%	-1%
CCOC(=O)c1ccc(OC(=O)c2cn(-c3ccc(C)cc3)c(=O)c3ccccc23)cc1	-8%[10.9 µM]	-27%	?	-3%
O=S(=O)(NCCCc1ccccc1)c1ccc(Cl)cc1	.	17%	.	25%
CN(C(=O)c1ccno1)c1nnc(-c2cccnc2)s1	.	6%	1.8%	-3%
COc1cc2c(cc1NC(=O)c1cncc(Br)c1)oc1ccccc12	1%	-13%	-2.1%	-18%
CS(=O)(=O)N(CCc1ccccc1)CC(=O)N1CCN(c2ccccc2F)CC1	-13%	4%	1.3%	8%
CCOCC(O)CS(=O)Cc1ccccc1 (stereo unspecified)	-3%	-5%	-1.1%	2%
O=c1cnc2cnc(N3CCOCC3)nc2n1C[C@H]1CCCO1	.	16%	1.4%[11.4 µM]	16%
CN(C)c1ccc(NC(=O)CSc2nc3ccccc3c(=O)n2C2CCCCC2)cc1	18%	-1%	0.2%	14%
CCC(/C=C/C(C)C1CCC2C3CCC4=CC(=O)CC[C@@]4(C)C3CC[C@@]12C)C(C)C (stereo partly specified)	0%	-1%	.	-2%
COc1ccc(CNc2oc(-c3ccc(COc4ccccc4C)o3)nc2C#N)cc1	-18%[10.9 µM]	?	?	?
O=C(NCCC1=CCCCC1)C1CCN(Cc2cnn(-c3ccccc3)c2-n2cccc2)CC1	-25%	-19%	?	11%
CCCCOc1ccc(C(=O)C(CN2CCOCC2)c2ccccc2)cc1 (stereo unspecified)	.	-14%	.	?
COc1ccc(Cl)cc1NC(=O)c1cc(S(=O)(=O)N2CCc3ccccc32)cn1C	-14%[10.9 µM]	30%[activator]	?	11%
Cc1ccc(NC(=O)CN(c2ccccc2)S(=O)(=O)N(C)C)cc1C	.	5%	.	-1%
O=C(Nc1ccc(Br)cc1)C1CCN(c2ncccn2)CC1	16%[10.9 µM]	-19%	-1.5%	8%
Cn1c(COc2ccc3ccccc3c2)nnc1SCC(=O)OC1CCCCC1	.	-16%	.	13%
CC(C)(C)C1CCC2(CC1)NC(CO)(CO)CO2 (stereo unspecified)	-1%	1%	-0.7%	5%
CC(C)c1ccc(NC(=O)Cn2cc(S(=O)(=O)N3CCN(c4ccccc4F)CC3)c3ccccc3c2=O)cc1	-12%[10.9 µM]	-12%	?	5%
COc1ccc(-c2noc(CCC(=O)NCCN3CCN(c4ccccc4F)CC3)n2)cc1	-23%	-8%	1.1%	-7%
O=C1c2ccccc2C(O)N1Cc1ccc2c(c1)OCO2 (stereo unspecified)	1%	1%	1.6%	-2%
CC(C)NC(=O)c1ccccc1NC(=O)CCc1ccccc1	.	-2%	.	-3%
CCc1ccc(NC(=O)c2cc(CC(C)C)on2)cc1	-15%	-9%	-3.6%	-4%
